Glioma ERSR ind – ER stress response induction in glioma | Potency, µM, for inactives: top-dose activation, most hits filed as activators | hit rate 0.02% among 420,000 | AID 602332 | U87-MG GRP78 promoter luciferase reporter, 16 h; also: potency is read from the fitted curve at half-maximal effect; series mostly up to about 76 µM; % of control where 0% means no effect; nearly all actives have a fitted effect of over 35% in size
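Stably transfected U87-MG human glioma cells carrying a GRP78-based luminescent sensor were seeded at 1000 cells/well, pin-dosed with compounds and incubated 16 h. Luciferase reagent was then added, and end-point luminescence was read after 10 min at room temperature.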
RGS4 inh – human RGS4 inhibition; P49798; hit rate 0.039% among 390,000; Potency, µM (series often up to 114 µM), without a hit: at the top dose activity change, negative = inhibition, actives largely listed as inhibitors; Transcreener GDP fluorescence polarization, RGS4-accelerated GTP hydrolysis; also: potency is read from the fitted curve at half-maximal effect; % is scaled to controls: 0 for no effect and ±100 for the full control effect; nearly all actives have a fitted effect of over 75% in size; some results filed as inactive show a strong effect at the top dose
Target sequence (P49798 whole entry, looked up): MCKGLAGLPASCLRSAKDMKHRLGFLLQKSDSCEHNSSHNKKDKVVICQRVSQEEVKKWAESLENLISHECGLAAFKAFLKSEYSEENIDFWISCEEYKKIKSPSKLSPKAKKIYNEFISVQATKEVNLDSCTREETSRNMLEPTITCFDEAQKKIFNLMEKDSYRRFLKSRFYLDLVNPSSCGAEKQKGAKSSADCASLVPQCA
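MLSMR compounds (23 nl, pin-transferred) preincubated 10 min at room temperature with a 500nM (2x) first reagent, then RGS4 at 900nM (2x) plus Transcreener GDP mix added; fluorescence polarization (620/688 nm) read before and after 90 min at 30 °C.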
Vif-A3F inh – blocks the Vif interaction with APOBEC3F. HeLa A3F-eYFP + Vif (tagged APOBEC3F with the HIV-1 protein that degrades it), YFP fluorescence increase. Potency, µM (titrated, usually from 46.1 µM), inactives show top-dose activity, negative = active. hit rate 0.2% among 390,000. AID 602313; also: potency is read from the fitted curve at half-maximal effect; % of control where 0% means no effect; nearly all actives have a fitted effect of over 65% in size
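Fluorescence increase (Ex 488/Em 500-530) after overnight compound treatment at 37 deg C flags inhibition of Vif-driven A3F-eYFP loss in stable HeLa A3F-eYFP/Vif cells seeded overnight beforehand.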
Vif-APOBEC3G blk – inhibitors of Vif-APOBEC3G interaction | Q9HC16 | HeLa A3G-eYFP + Vif (tagged APOBEC3G with the HIV-1 protein that degrades it), YFP fluorescence, overnight | Potency, µM (top dose mostly 46.1 µM), for inactives: top-dose activity, negative = active, usual class: inhibitors | hit rate 0.076% among 410,000 | AID 602310;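 also: potency is read from the fitted curve at half-maximal effect; % is scaled to controls: 0 for no effect and ±100 for the full control effect; nearly all actives have a fitted effect of over 60% in size; hits raise eYFP signal because A3G escapes Vif-driven loss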
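HeLa cells stably expressing Vif and C-terminally eYFP-tagged A3G, seeded overnight at 37 deg C, then exposed to compound by pintool overnight at 37 deg C. Rise in yellow fluorescence (Ex 488/Em 500-530, Acumen) marks blocked Vif-driven A3G degradation.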
USP1-UAF1 inh – USP1/UAF1 (human) deubiquitinase inhibition; O94782; recombinant USP1/UAF1, Ub-Rhodamine cleavage fluorescence; Potency, µM (titrated, usually from 57.1 µM), without a hit: at the highest dose activity change, negative = inhibition, hits mostly inhibitors; hit rate 0.23% among 390,000; AID 743255; also: potency is read from the fitted curve at half-maximal effect; % is scaled to controls: 0 for no effect and ±100 for the full control effect; nearly all actives have a fitted effect of over 60% in size; inactives centre near -12
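High-throughput fluorogenic screen: 1nM USP1/UAF1 complex, Ub-Rho substrate 150nM final, 50mM HEPES pH 7.8 with 0.5mM EDTA, 0.1 mg/ml BSA, 1mM TCEP and 0.01% Tween-20.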
mIDH1 inhibitor – blocks human mutant IDH1 R132H enzyme; IDH1-R132H enzyme, NADPH consumption, diaphorase/resazurin fluorescence; Potency, µM (series often up to 76.6 µM), inactives show top-dose activity change, negative = inhibition, hits mostly inhibitors; O75874; hit rate 0.093% among 390,000; also: potency is read from the fitted curve at half-maximal effect; % is scaled to controls: 0 for no effect and ±100 for the full control effect; nearly all actives have a fitted effect of over 65% in size
Target sequence (O75874 whole entry R132H, stated change not applied): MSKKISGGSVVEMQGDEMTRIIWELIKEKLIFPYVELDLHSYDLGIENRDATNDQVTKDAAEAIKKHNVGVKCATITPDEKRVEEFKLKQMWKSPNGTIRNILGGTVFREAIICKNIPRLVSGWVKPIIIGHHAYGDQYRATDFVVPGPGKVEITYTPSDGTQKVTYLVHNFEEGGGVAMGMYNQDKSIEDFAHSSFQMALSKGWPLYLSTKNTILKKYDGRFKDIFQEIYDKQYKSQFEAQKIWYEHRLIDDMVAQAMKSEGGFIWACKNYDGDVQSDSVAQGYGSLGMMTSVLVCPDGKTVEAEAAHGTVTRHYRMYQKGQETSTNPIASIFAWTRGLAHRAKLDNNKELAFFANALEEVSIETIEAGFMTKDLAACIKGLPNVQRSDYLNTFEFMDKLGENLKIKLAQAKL
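IDH1-R132H (0.5 ug/mL) preincubated 30 min with compound, then NADPH (0.016 mM) and alpha-KG (2 mM) added; 80 min at RT, pH 7.5. Remaining NADPH coupled via diaphorase/resazurin to fluorescence (540/590 nm); concentration-response curves normalized to no-enzyme control.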
TrxR1 substrate – substrates of rat thioredoxin reductase 1; Potency, µM (highest dose often 114 µM), for inactives: at the highest dose activity change, negative = substrate turnover; AID 588456; hit rate 0.01% among 390,000; purified TrxR1 substrate turnover, NADPH consumption readout; also: potency is read from the fitted curve at half-maximal effect; % is scaled to controls: 0 for no effect and ±100 for the full control effect; nearly all actives have a fitted effect of over 50% in size
Target sequence (O89049 whole entry, looked up): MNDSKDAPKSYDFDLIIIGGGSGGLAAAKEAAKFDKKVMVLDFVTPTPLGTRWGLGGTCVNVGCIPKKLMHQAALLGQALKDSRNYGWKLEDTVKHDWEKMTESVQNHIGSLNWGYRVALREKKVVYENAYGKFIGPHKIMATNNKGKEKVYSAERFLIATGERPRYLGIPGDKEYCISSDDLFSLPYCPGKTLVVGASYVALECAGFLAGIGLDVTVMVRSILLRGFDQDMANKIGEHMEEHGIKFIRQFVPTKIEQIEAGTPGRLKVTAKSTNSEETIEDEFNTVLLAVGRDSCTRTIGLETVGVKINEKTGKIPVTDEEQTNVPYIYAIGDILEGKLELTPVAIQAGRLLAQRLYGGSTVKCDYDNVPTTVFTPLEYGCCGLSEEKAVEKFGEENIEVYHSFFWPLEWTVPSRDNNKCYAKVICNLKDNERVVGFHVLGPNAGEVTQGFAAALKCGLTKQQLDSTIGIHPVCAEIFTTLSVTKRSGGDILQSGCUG
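Rat TrxR1, dispensed at 90 nM, was prereduced with 400 uM NADPH (final) for 5 min at ~22 deg C, then incubated with compound 15 min before 400 uM selenite. A first-read NADPH fluorescence drop versus no-compound background flagged substrates.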
rTrxR1 inhibitor – blocks rat thioredoxin reductase 1; recombinant rTrxR1, NADPH fluorescence consumption, selenite substrate; Potency, µM (top dose mostly 114 µM), inactives show top-dose activity change, negative = inhibition, hits mostly inhibitors; hit rate 1% among 390,000; also: potency is read from the fitted curve at half-maximal effect; % is scaled to controls: 0 for no effect and ±100 for the full control effect; nearly all actives have a fitted effect of over 65% in size
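Rat TrxR1 (90 nM in the dispensed reagent) was pre-reduced with 400 uM NADPH for 5 min at room temperature, then incubated with compound for 15 min. After 400 uM selenite was added, NADPH fluorescence (Ex 340/Em 450 nm) was followed for 8 min.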
LDHA block – inhibitors of human lactate dehydrogenase A; P00338; purified LDHA, NADH/diaphorase-resazurin fluorescence; active compounds read low; activity change, % (values are at about 110 or 230 µM); hit rate 0.15% among 480,000; AID 1347041; in the data active = activity change below about -30%; inconclusive = mostly about -25% to -30%;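 also: plate controls were DMSO wells for no effect and wells without enzyme for full effect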
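Human LDH5 at 2 nM final in Tris HCl pH 7.4 with 0.06 mM NADH and 0.2 mM pyruvate, reacted 5 minutes at room temperature. Remaining NADH coupled via diaphorase/resazurin; resorufin fluorescence read at 0 and 20 minutes, normalized to enzyme-free and DMSO wells.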
* hit, by the source's call; ? = inconclusive; [ ] = dose if it differs, or a comment. Unless noted, calls follow the shape of the dose curve; as a rule, active = well fitted curve in the direction sought with a large enough effect; inconclusive = small, poorly fitted or top-dose-only effect, or another doubt; inactive = no such curve, though single readings can be large; an effect the other way counts as inactive or inconclusive.

SMILES	Glioma ERSR ind	RGS4 inh	Vif-A3F inh	Vif-APOBEC3G blk	USP1-UAF1 inh	mIDH1 inhibitor	TrxR1 substrate	rTrxR1 inhibitor	LDHA block
COC(=O)c1cccc([N+](=O)[O-])c1CN1CCCC(C(N)=O)C1 (stereo not given)	?	9.0%	2.4%	-0.2%	-10.8%	0.0%	4.7%[57.1 µM]	18.8%[57.1 µM]	-4.4
COc1cccc(C(=O)Nc2ccc(NC(=O)c3cc4ccccc4o3)c(OC)c2)c1	14.5%	5.7%	2.2%	2.1%	-15.4%	0.0%	27.8%	11.7%	-1.7
O=C(Nc1ccc([N+](=O)[O-])cc1)Nc1ccon1	-1.2%	17.3%	0.1%	-14.0%	-4.2%	0.0%	-7.9%	1.5%	-16.6
CC(=O)Nc1ccc(S(=O)(=O)N(Cc2ccccc2)c2ccccc2)cc1	-3.7%	-43.8%	7.9%	-2.5%	-7.5%	1.7%	-5.6%	22.2%[57.1 µM]	-1.4
Cc1nc(N)nc(N)c1-c1ccc(Cl)c(Cl)c1	-4.8%	-23.9%	0.2%	2.2%	-16.6%	6.0%	-6.5%	-9.4%	-8.3
COCCN1Cc2cccc(C(=O)NC3CCCCCC3)c2C1=O	-4.5%	-19.8%	4.9%	-5.9%	-14.5%	7.8%	-2.1%	-9.8%	2.3
Cc1ccc[n+](C(C)C(=O)c2ccc(Cl)cc2)c1 (stereo not given)	-2.7%	7.1%	-4.2%	0.7%	-15.6%	-6.8%	-6.9%	5.8%	-1.3
[O-]/[N+](=C\c1cccc(Br)c1)c1ccccc1	-2.6%	-14.7%	-2.2%	-4.3%	1.1%	5.0%	-2.6%[57.1 µM]	4.4%[57.1 µM]	-1.1
COc1cccc(N2CCN(CC(=O)Nc3nc4c(s3)CC(C)CC4)CC2)c1 (stereo not given)	-4.5%	-2.4%	-4.8%	2.1%	-2.6%	-2.0%	0.7%	10.0%	5.9
CCN1CCN(c2cc(C)c3cc(NC(=S)N4CCN(c5ccccc5)CC4)ccc3n2)CC1	-3.8%	-4.8%	?	-1.6%	-19.0%	5.0%	19.9%	18.1%	-4.2
Cc1ccc(N(C)S(=O)(=O)c2ccc(-c3ccc(=O)[nH]n3)s2)cc1C	-2.4%	-11.5%	-10.5%	-0.4%	-13.5%	7.6%	2.9%	30.4%[activator]	-4.7
Cc1cc(O)c(C(c2ccccc2Cl)N2CCCCC2)c(=O)n1Cc1ccco1 (stereo not given)	-2.8%	-3.4%	3.9%	2.9%	?	5.5%	4.6%[57.1 µM]	?	-12.1
COCC(C)NC(=O)c1cc(-c2ccc(OC)c(OC)c2)on1 (stereo not given)	1.0%	12.6%	-1.4%	1.3%	-6.9%	5.7%	-0.6%[57.1 µM]	-2.7%[57.1 µM]	-1.2
Cc1cc(C)c(C)c(S(=O)(=O)N2CCN(C(=O)c3ccccc3OCc3c(C)noc3C)CC2)c1C	-4.2%	5.0%	2.0%	-3.5%	-15.3%	0.0%	-1.8%	6.3%	-2.1
O=C1N[C@@H](Cc2ccccc2)C(=O)N2CCC[C@@H]12	-1.1%	-34.7%	11.0%	1.3%	-12.2%	1.9%	6.2%[57.1 µM]	5.7%[57.1 µM]	0.0
O=C(CSc1ncccn1)NCc1ccc2c(c1)OCO2	1.1%	-3.6%	-11.1%	-1.0%	?	0.5%	5.3%	15.6%	-6.5
CCc1ccc(C2CC(=O)c3c([nH]c(C(=O)OC4CCC(C)CC4)c3C)C2)cc1 (stereo not given)	-5.6%	0.7%	-1.0%	2.2%	9.0%	-12.5%	-4.7%	9.3%	-15.1
Cc1cc(=O)n2nc(N(C)CC(=O)NCc3ccccc3C)sc2n1	-1.8%	8.6%	2.9%	1.1%	-12.0%	-12.8%	0.4%	10.2%	-8.0
CCOc1ccc(C(c2c(O)nc(SC)n(C)c2=O)c2c(O)nc(SC)n(C)c2=O)cc1	-1.2%	?	-0.4%	2.0%	-13.3%	2.0%	8.8%	8.91µM*	-0.6
Cc1ccc(C(=O)NNC(=O)Cn2nnc3ccccc32)cc1	4.3%	-8.9%	3.7%	1.2%	-12.6%	4.1%	12.1%	8.2%	3.5
COCCCN(Cc1ccco1)C(=O)CSc1nc2ncccc2[nH]1	-4.0%	7.4%	-2.4%	-0.7%	-21.0%	-6.3%	2.7%	-1.2%	-1.7
O=C1C=C(NC2CCCC2)CC(c2ccccc2)C1 (stereo not given)	-2.9%	-19.1%	-3.6%	-21.0%	2.0%	9.4%	4.3%[57.1 µM]	18.2%[57.1 µM]	-11.8
CCN(CC)c1ccc(CNc2nc3ccccc3n2C(C)C)cc1	-1.8%	-2.7%[56.9 µM]	-10.3%	2.9%	-7.6%	-3.5%	-7.3%[57.1 µM]	-3.0%[57.1 µM]	-4.5
O=C(NC1CCCCC1)Nn1c(-c2ccccc2)nc2ccccc2c1=O	-2.9%	-14.2%	-20.0%	-0.8%	-9.1%	1.6%	-1.3%	3.1%	3.6
CC(NCC(O)COc1ccc(S(=O)(=O)N2CCOCC2)cc1)c1ccccc1 (stereo not given)	-7.5%	-27.3%	-4.0%	-1.2%	-13.8%	3.2%	-3.9%	15.0%[57.1 µM]	-1.4
Cc1c(O)ccc(C(=O)CN2C(=O)c3ccccc3C2=O)c1O	-3.1%	-6.1%	-4.2%	-5.3%	-2.1%	-0.4%	-13.4%	-15.1%	-4.3
CC(C)(c1cc(Cl)c(O)c(CN2CCOCC2)c1)c1cc(Cl)c(O)c(CN2CCOCC2)c1	-4.8%	-14.3%	-10.9%	2.0%	-10.5%	-6.7%	-2.2%[2.29 µM]	-4.7%[2.29 µM]	-4.9
O=C(COc1ccccc1)NCCSCc1ccccc1Cl	-1.3%	3.8%	-10.6%	-7.5%	-13.0%	6.1%	12.7%[57.1 µM]	22.4%[57.1 µM]	-8.8
COCCN(C(=S)Nc1cc(C)cc(C)c1)C(C)c1ccco1 (stereo not given)	-5.7%	-14.1%	?	1.7%	-7.4%	4.1%	-11.8%	-0.1%	-3.7
CCc1ccc(NC(=O)Cn2c(=O)ccc3cc(S(=O)(=O)N4CCCC4)ccc32)cc1	-4.0%	-19.1%	-3.4%	0.5%	?	5.9%	0.4%[57.1 µM]	16.8%[57.1 µM]	-0.8

3 of the compounds above, bar-delimited.
Compound | Glioma ERSR ind | RGS4 inh | Vif-A3F inh | Vif-APOBEC3G blk | USP1-UAF1 inh | mIDH1 inhibitor | TrxR1 substrate | rTrxR1 inhibitor | LDHA block
COCCCN(Cc1ccco1)C(=O)CSc1nc2ncccc2[nH]1 | -4.0% | 7.4% | -2.4% | -0.7% | -21.0% | -6.3% | 2.7% | -1.2% | -1.7
O=C1C=C(NC2CCCC2)CC(c2ccccc2)C1 (stereo not given) | -2.9% | -19.1% | -3.6% | -21.0% | 2.0% | 9.4% | 4.3%[57.1 µM] | 18.2%[57.1 µM] | -11.8
O=C(NC1CCCCC1)Nn1c(-c2ccccc2)nc2ccccc2c1=O | -2.9% | -14.2% | -20.0% | -0.8% | -9.1% | 1.6% | -1.3% | 3.1% | 3.6

(more compounds)
SMILES	Glioma ERSR ind	RGS4 inh	Vif-A3F inh	Vif-APOBEC3G blk	USP1-UAF1 inh	mIDH1 inhibitor	TrxR1 substrate	rTrxR1 inhibitor	LDHA block
CCCCCCn1nc(C(=O)Nc2nc3c(s2)CCCC3)c2ccccc2c1=O	0.6%	20.5%	-8.7%	-1.2%	-18.9%	4.8%	-13.2%	-13.3%	-2.1
CCN(CC)S(=O)(=O)c1cccc(C(=O)NNC(=O)C2=NN(c3ccccc3)C(=O)CC2)c1	-5.7%	1.5%	4.3%	-3.9%	-16.9%	14.8%	2.6%	7.0%	-3.2
COCc1ccc2oc(C(=O)O)cc2c1	-6.1%	-59.2%[11.4 µM]	-10.0%	-0.2%	-12.2%	-2.4%	-9.2%[57.1 µM]	5.7%[57.1 µM]	0.0
CCc1nnc(NC(=O)c2sc3nc4cc(C)ccc4cc3c2N)s1	-5.7%	-7.2%	?	?	?	6.2%	-5.0%	-6.2%	-1.6
C[n+]1ccn(CC(=O)c2ccc(Cl)cc2)c1	-2.6%	-6.0%	11.5%	0.8%	-5.5%	4.6%	-4.0%	5.0%	-6.1
Cc1cc(C(=O)NC2=NCCS2)cs1	-5.2%	-3.6%	-1.4%	-5.8%	-1.5%	4.6%	-1.1%	8.6%	-3.5
COc1ccc(N2CCN(C(=O)c3ccc(CNS(=O)(=O)c4cccc(OC)c4)cc3)CC2)cc1	-4.4%	-24.4%	0.0%	2.2%	-19.3%	-12.1%	37.1%[activator]	18.6%	-0.8
O=C(CCCn1cncn1)N1CCCC(N2CCN(c3ccc(F)cc3)CC2)C1 (stereo not given)	-3.2%	-7.8%	-4.1%	-1.6%	-19.2%	2.8%	-4.5%	-3.8%	-1.4
CC(NCc1cccs1)C(=O)NC1CCCCC1 (stereo not given)	-0.4%	20.9%	16.1%	-0.7%	-12.5%	0.0%	3.3%	17.6%	?
Cc1cc(OCC(=O)Nc2cccc(S(=O)(=O)N3CCCC3)c2)ccc1Cl	-3.6%	12.7%	9.1%	-2.3%	-15.8%	-5.7%	-3.9%[57.1 µM]	4.8%[57.1 µM]	-3.5

Source: PubChem BioAssay (National Center for Advancing Translational Sciences (NCATS))

This is a subset, so the mix of outcomes need not match the whole.
